Compound activity deposited in PubChem by The Scripps Research Institute Molecular Screening Center.
CHRM5 PAM: potentiates acetylcholine response at human M5 receptor | P08912 | CHO-K1 hM5, Fluo-8 calcium, ACh EC20 PAM; 0% = ACh EC20, 100% = ACh EC100 | activation, % at 3 µM | 0.3% of 360,000 active | AID 624038;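 active = activation above the run cutoff, the mean activation of all test compounds plus 3 SD, cut at about 18% in these data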
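system = human M5 receptor in CHO-K1 cells | compound = one concentration, 3 µM final (nominal) | schedule = Post-acetylcholine fluorescence recording 140 s | signal = Fluo-8 calcium dye fluorescence, kinetic read | benchmarks = low control EC20 acetylcholine (0%), high control EC100 acetylcholine (100%) | repeats = singlicate, one well per test compound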
CHRM4 agonist: agonists of human muscarinic M4 receptor (CHRM4); P08173; CHO-K1 hM4/Gqi5, Fluo-8 calcium fluorescence; vehicle 0%, full acetylcholine response 100%; activation, % at 3 µM; 0.14% of 360,000 active; AID 624127;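 active = activation above the run mean over all test wells plus 3 SD, cut at about 32% in these data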;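 also: peak over basal fluorescence ratio per well then scaled between controls; 0% = DMSO wells and 100% = acetylcholine at EC100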
M4 antag: blocks acetylcholine activation of human M4 receptor | P08173 | CHO-hM4 cells, ACh EC80, Fluo-8 calcium fluorescence | inhibition, % at 3 µM | 0.73% of 360,000 active;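 active = inhibition above its plate's cutoff, the mean inhibition of sample wells plus 3 SD, cut at about 27% in these data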;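 also: 0% = acetylcholine EC80 with DMSO and 100% = DMSO without agonist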
M1 ag: agonists of human M1 muscarinic receptor | CHO-K1 hM1, Fluo-8 calcium fluorescence, agonist mode; 0% DMSO, 100% acetylcholine EC100 | activation, % at 3 µM | 0.33% of 360,000 active;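 active = activation above the run's mean compound activation plus 3 SD, cut at about 16% in these data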;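 also: peak over basal fluorescence ratio within a 140 s kinetic read after compound addition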
Target sequence (P11229 whole entry, looked up): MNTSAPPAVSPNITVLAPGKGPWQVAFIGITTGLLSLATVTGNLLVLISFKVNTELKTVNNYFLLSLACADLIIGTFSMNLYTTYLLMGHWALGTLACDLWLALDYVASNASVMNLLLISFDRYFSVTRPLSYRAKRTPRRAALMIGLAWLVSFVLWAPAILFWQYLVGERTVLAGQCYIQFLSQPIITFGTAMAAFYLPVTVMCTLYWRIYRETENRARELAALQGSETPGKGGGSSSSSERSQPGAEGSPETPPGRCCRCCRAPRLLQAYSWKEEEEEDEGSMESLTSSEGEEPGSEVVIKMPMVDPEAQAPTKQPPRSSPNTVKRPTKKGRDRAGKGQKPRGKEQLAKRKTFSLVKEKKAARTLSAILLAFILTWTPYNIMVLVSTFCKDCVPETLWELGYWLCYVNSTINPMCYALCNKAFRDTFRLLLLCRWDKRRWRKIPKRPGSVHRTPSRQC
CHRM5 antagonist: antagonists of human muscarinic M5 receptor (CHRM5). P08912. 0.59% of 360,000 active. AID 624040. CHO-hM5 cells, Fluo-8 calcium fluorescence, ACh EC80. inhibition, % at 3 µM;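 active = inhibition above a per-plate cutoff, the mean of that plate's test compounds plus 3 SD, cut at about 27% in these data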;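 also: 0% = acetylcholine EC80 with DMSO and 100% = DMSO without agonist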
CHRM1 PAM: human CHRM1 positive allosteric modulation. P11229. CHO-K1 hM1, Fluo-8 calcium fluorescence, ACh EC20; 0% = ACh EC20, 100% = maximal ACh. activation, % at 3 µM. 0.088% of 360,000 active. AID 588819; in the data active = activation above about 19%, passing the limit was not always enough
TAAR1 ag: human TAAR1 agonism | CHO RD-HGA16 TAAR1, Fluo-8 calcium fluorescence; vehicle wells 0%, saturating PEA agonist 100% | activation, % at 3 µM | 0.99% of 360,000 active | AID 624467;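 active = activation above the mean activation of all test compounds in the run plus 3 SD, cut at about 38% in these data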
Target sequence (Q96RJ0 whole entry, looked up): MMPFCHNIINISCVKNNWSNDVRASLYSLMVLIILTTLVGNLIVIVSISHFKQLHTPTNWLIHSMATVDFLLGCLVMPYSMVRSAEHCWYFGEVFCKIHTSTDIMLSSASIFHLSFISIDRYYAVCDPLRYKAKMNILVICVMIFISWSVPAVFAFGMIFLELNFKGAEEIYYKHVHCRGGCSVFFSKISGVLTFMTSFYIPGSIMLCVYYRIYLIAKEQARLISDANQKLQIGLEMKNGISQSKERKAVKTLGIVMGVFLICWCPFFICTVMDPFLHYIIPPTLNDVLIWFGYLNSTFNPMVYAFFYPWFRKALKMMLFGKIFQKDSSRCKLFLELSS
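Test system: RD-HGA16 (CHO) cells co-expressing Gα16 and hTAAR1 | Doses: Single dose, 3 µM | Schedule: 17-24 h seeding, 75 min 37 °C dye, 30 min RT | Evaluation: % activation from peak over basal fluorescence ratio, DMSO-to-PEA scaled | Technique: Kinetic Fluo-8 calcium fluorescence | Benchmarks: Low control DMSO, high control PEA (EC100)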
M5 ag: CHRM5 agonism in calcium assay; 0.19% of 360,000 active; CHO-K1 hM5 cells, Fluo-8 calcium fluorescence; 0% DMSO wells, 100% maximal acetylcholine response; P08912; activation, % at 3 µM;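 active = activation above the run's mean over test compounds plus 3 SD, cut at about 23% in these data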;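 also: signal is peak over basal fluorescence ratio across the kinetic read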
CHRM1 antagonist: antagonists of human M1 muscarinic receptor; 1.3% of 360,000 active; inhibition, % at 3 µM; CHO-K1 hM1, Fluo-8 calcium fluorescence, ACh EC80 antagonist;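 active = percent inhibition above its own plate's cutoff, namely the mean of that plate's compound wells plus 3 SD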;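 also: peak over basal fluorescence ratio during 140 s after agonist addition; 0% = ACh EC80 plus DMSO and 100% = DMSO alone without agonist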
* hit, by the source's call; nt = not tested or not shown. Only part of the results is shown; rates above refer to the full screens.

SMILES | CHRM5 PAM | CHRM4 agonist | M4 antag | M1 ag | CHRM5 antagonist | CHRM1 PAM | TAAR1 ag | M5 ag | CHRM1 antagonist
c1ccc(CSc2nc3ncncc3[nH]2)cc1 | -4 | 0 | 11 | -1 | 10 | 10 | -1 | 0 | -16
CC[N+]1(C)CCC(O)(/C=C/c2ccccc2)C(C(=O)/C=C/c2ccccc2)C1 (stereo unspecified) | 4 | 1 | 0 | -8 | 1 | -7 | 5 | -2 | 12
O=C(CCCc1ccccc1)NCCC1=CCCCC1 | -4 | 0 | 1 | -9 | 5 | -3 | 2 | -2 | -7
O=C(CCC(=O)N1CCN(Cc2ccccc2)CC1)Nc1nnc(C2CCCCC2)s1 | -4 | 1 | 2 | -2 | 10 | 6 | 2 | -2 | -17
Cc1cccc(NC(=S)N2CCN(c3ccccc3F)CC2)c1C | -1 | -2 | 3 | -3 | 9 | 15 | 3 | -3 | -15
O=C1C(=O)N(CCN2CCOCC2)C(c2cccnc2)/C1=C(/O)c1ccc(Cl)cc1 (stereo unspecified) | 0 | 0 | 8 | -7 | 7 | 14 | 1 | 1 | -14
O=C(COc1ccc(C(=O)c2ccccc2)cc1)Nc1cccnc1 | -15 | 20 | 17 | -2 | 31* | -14 | 5 | 8 | 25
Cc1cccc(C)c1-n1nnnc1-c1nc2ccccc2[nH]c1=O | 0 | 0 | -5 | nt | 6 | nt | 0 | -2 | nt
CCN(CC)c1ccc(NC(=O)CN2CCN(CC(=O)Nc3ccccc3F)CC2)cc1 | 0 | 1 | -8 | -7 | -6 | 4 | 3 | -3 | -41
Cc1cc(C)n(-c2ccc(C(=O)OCC(=O)N3CCN(c4ccccc4)CC3)cc2)n1 | -3 | 7 | 3 | -6 | 0 | 2 | 3 | -1 | -2
O=C(C[n+]1cccc2ccccc21)c1ccc(NC(=O)c2ccccc2)cc1 | 13 | 0 | -4 | -10 | -1 | -12 | 3 | -8 | 15
CN(C)C(=O)c1cccc(-c2cnc3c(NC=O)cc(-c4ccc(F)cc4)cn23)c1 | -9 | 8 | -9 | -4 | 11 | 2 | 5 | 0 | -5
O=C(CNC(=O)c1cc(Cl)nc2ccccc12)Nc1ccccc1Br | 2 | 4 | -9 | -1 | -7 | 1 | 11 | 4 | -3
O=C(CN1C(=O)NC2(CCCC2)C1=O)Nc1cccc(Cl)c1 | 0 | 0 | -5 | -4 | 7 | -2 | 2 | -4 | 3
Cc1nc(C)n(C(C)CNC(=O)c2ccco2)n1 (stereo unspecified) | 0 | 1 | -9 | 4 | 14 | 20 | 3 | 1 | -18
Cc1c(CCC(=O)NCCC(=O)O)c(=O)oc2cc3occ(-c4ccccc4)c3cc12 | -2 | 2 | -13 | -2 | 6 | 2 | -1 | -4 | 1
FC(F)(F)c1cccc(Nc2nc(N3CCOCC3)nc(N3CCOCC3)n2)c1 | 2 | -1 | -16 | -7 | -1 | 0 | 5 | -3 | -6
CCOC(=O)C1CCN(C(=O)COC(=O)c2ccc(Br)o2)CC1 | -8 | 5 | -4 | 6 | 0 | 2 | 8 | 0 | 5
Cc1cc(NC(=O)CSc2nnc(-c3ccccc3)c(-c3ccccc3)n2)no1 | 1 | 0 | 6 | -6 | 6 | 4 | -1 | 2 | 4
CSc1nnc2sc3cc(C)ccc3n12 | 4 | 0 | -10 | -3 | 0 | 4 | 1 | -1 | -11
CCC(C)OC(=O)C1=C(C)NC2=C(C(=O)C(C(=O)OC)C(C)C2)C1c1ccc(N(C)C)cc1 (stereo unspecified) | 4 | 1 | 5 | -2 | -3 | 3 | 5 | -2 | -8
COc1ccc(NC(=O)C(c2ccccn2)N(C(C)=O)c2ccc(C)cc2)cc1 (stereo unspecified) | -4 | 0 | 11 | -5 | 3 | -1 | 1 | -2 | 2
CC(=O)Nc1ccc(/C=C2\Sc3ccccc3C2=O)cc1 | 7 | 2 | 11 | -2 | 1 | 10 | 3 | 2 | -9
Cc1ccc(C(=O)N2CCN(S(=O)(=O)c3cc(Br)ccc3Br)CC2)o1 | 4 | 1 | -24 | -5 | 6 | 5 | 4 | -4 | -8
CC(=O)CC[C@@H](C)O[C@@H]1OC(C)[C@H](O)CC1O (stereo partly specified) | 12 | 0 | 1 | -2 | 0 | 11 | 4 | 3 | -4
CC(C)CCOc1cccc(OCC(=O)N(C)C2CCS(=O)(=O)C2)c1 (stereo unspecified) | 3 | 1 | -15 | -6 | -6 | 8 | 4 | 2 | -1
Cc1cc(OCCn2nc(C(=O)O)c3ccccc3c2=O)ccc1C(C)C | 2 | 1 | -11 | 1 | 6 | 8 | 16 | -5 | -1
O=C(c1cn(-c2ccccc2)nc1-c1cccs1)N1CCN(c2ccc(F)cc2)CC1 | -11 | 9 | 12 | -4 | 4 | 2 | 9 | -3 | -16
COc1ccc(S(=O)(=O)NC(=O)C2(C)CCN2C(=O)Cc2ccccc2Cl)cc1OC (stereo unspecified) | -1 | 0 | -8 | -3 | -4 | 8 | 0 | 1 | -13
COc1ccc(C(=O)Nc2sc(C)c(C)c2CN2CCOCC2)cc1 | -1 | -1 | -11 | -9 | 2 | 0 | 0 | -1 | -6

Some of the entries so far, tab-delimited:
Molecule	CHRM5 PAM	CHRM4 agonist	M4 antag	M1 ag	CHRM5 antagonist	CHRM1 PAM	TAAR1 ag	M5 ag	CHRM1 antagonist
O=C(COc1ccc(C(=O)c2ccccc2)cc1)Nc1cccnc1	-15	20	17	-2	31*	-14	5	8	25
COc1ccc(S(=O)(=O)NC(=O)C2(C)CCN2C(=O)Cc2ccccc2Cl)cc1OC (stereo unspecified)	-1	0	-8	-3	-4	8	0	1	-13
Cc1nc(C)n(C(C)CNC(=O)c2ccco2)n1 (stereo unspecified)	0	1	-9	4	14	20	3	1	-18
CN(C)C(=O)c1cccc(-c2cnc3c(NC=O)cc(-c4ccc(F)cc4)cn23)c1	-9	8	-9	-4	11	2	5	0	-5

The list continues:
SMILES | CHRM5 PAM | CHRM4 agonist | M4 antag | M1 ag | CHRM5 antagonist | CHRM1 PAM | TAAR1 ag | M5 ag | CHRM1 antagonist
Cc1ccc(OCc2nnc(SCC(=O)N3C(C)CCCC3C)o2)cc1 (stereo unspecified) | -7 | 4 | -13 | -11 | -2 | -8 | 4 | -5 | 3
CC/C(=N\NC(=S)NC(C)C)c1ccc(OC(F)F)cc1 | 4 | -2 | -2 | -7 | 7 | -5 | 6 | -1 | 9
COc1ccc(C2=NN(Cc3ccccc3)C3C(=O)NC(=O)C23)cc1 (stereo unspecified) | 4 | 4 | -8 | -4 | 9 | -3 | 1 | -3 | 8
COc1c(F)c(F)c(C(=O)Nc2c(C)cc(Br)cc2C)c(F)c1F | -1 | 1 | -1 | -4 | 11 | 0 | 3 | -3 | 1
CCNC(=O)C1CCCN(C(=O)c2cc(C)oc2C)CC1 (stereo unspecified) | -1 | 0 | 4 | -1 | 1 | 1 | 0 | -1 | -8
CC(C)CNC(=O)C(=O)Nc1cc2c3c(c1)CCC(=O)N3CCC2 | 3 | 3 | -10 | -1 | 6 | 9 | 4 | -2 | -3
CCCCN(C)C(=O)c1cc2c(Cl)nc3ccccc3c2s1 | -5 | 11 | -8 | -5 | 10 | -7 | 4 | -1 | 10
C=CCNC(=O)N1CCC(CO)(Cc2ccc(Cl)cc2)CC1 | 0 | 3 | -10 | -5 | -8 | -5 | 9 | -2 | 0
O=C(NC(Nc1nc2ccc([N+](=O)[O-])cc2s1)(C(F)(F)F)C(F)(F)F)c1cccnc1 | -15 | 14 | 8 | 5 | 26 | -5 | 17 | 9 | 23
Cc1ccc(S(=O)(=O)Nc2ccc3c(c2)nc(C)n3C)cc1 | 3 | 3 | -2 | -3 | 0 | 2 | 1 | 4 | -4
O=C(OCC(=O)N1CCN(S(=O)(=O)c2ccc(Cl)cc2)CC1)c1cccc(OC(F)F)c1 | 1 | 10 | -3 | 0 | 0 | 7 | 3 | 0 | -5
Nc1ncc(S(=O)(=O)c2ccc(Cl)cc2)c(N)n1 | 3 | 2 | -3 | -2 | 1 | 1 | 7 | -2 | -9
CNCCC=C1c2ccccc2C=Cc2ccccc21 | -18 | 4 | 90* | -4 | 99* | -25 | 9 | 1 | 98*
COc1ccc(-c2cc(NC=O)c3ncc(-c4cc(OC)c(OC)c(OC)c4)n3c2)c(OC)c1 | -5 | 4 | 3 | -4 | -1 | -3 | 13 | -2 | 6
CCS(=O)(=O)c1ccc(O)c(NC(=O)COc2ccc(OC)cc2)c1 | -3 | 3 | 2 | -3 | -3 | -2 | 0 | 2 | 4
C=CCc1ccccc1OCC(=O)O | 1 | 1 | 0 | 1 | 0 | 3 | 3 | -1 | -4
CCCCNc1nc(Nc2ccc(C)c(Cl)c2)c2cnn(C)c2n1 | 0 | 0 | -12 | -3 | 0 | 5 | 4 | 1 | -16
CCOC(=O)C[C@H]1c2cc(C(F)(F)F)ccc2S(=O)(=O)N1Cc1ccccc1 | -6 | 2 | 3 | -5 | 3 | -15 | -1 | -2 | 25
COc1cccc(NC(=O)CC2C(=O)NCCN2C(=S)Nc2ccc(F)cc2)c1 (stereo unspecified) | 4 | 1 | -1 | -2 | 3 | 5 | 2 | -4 | -5
O=C(Nc1ccc(S(=O)(=O)Nc2ncccn2)cc1)c1cccc([N+](=O)[O-])c1 | 1 | 0 | 3 | -3 | 0 | 5 | 1 | 1 | -3
C[C@H](CO)N1C[C@H](C)[C@@H](CN(C)Cc2ccncc2)Oc2ccc(NC(=O)CCCCCC(=O)Nc3ccccc3N)cc2C1=O | 5 | 2 | 4 | -10 | 4 | 5 | 1 | 0 | -5
O=C(CN1CCN(S(=O)(=O)c2ccc(Br)cc2)CC1)N/N=C/c1ccc(Cl)c([N+](=O)[O-])c1 | -6 | 5 | -1 | -8 | 21 | 1 | 5 | -5 | -2
O=C(CCc1ccccc1)NNC(=S)Nc1ccc(F)cc1 | 2 | 0 | 7 | -3 | -2 | -1 | 0 | 2 | 3
CC(C)(C)OC(=O)N/N=C/c1cccn1-c1ccc([N+](=O)[O-])cc1 | -5 | 9 | -2 | -1 | 6 | -3 | 5 | 1 | 8
CC(C(=O)NCc1ccco1)n1ccc2cc(S(=O)(=O)N3CCCC3)ccc21 (stereo unspecified) | -2 | 2 | -1 | -4 | 3 | -1 | 0 | -3 | -1
COc1ccc(N(C)C(=O)c2cc3c(s2)-c2ccc(Cl)cc2S(=O)(=O)C3)c(OC)c1 | 4 | 1 | 2 | 0 | 0 | 5 | -1 | 0 | -2
Cn1c(SCC(=O)Nc2cccc(S(=O)(=O)N3CCOCC3)c2)nnc1-c1ccncc1 | -1 | 1 | 3 | -5 | 8 | 4 | 4 | 0 | -5
CC(/C=N/NC(=O)c1ccncc1)=C\c1ccccc1 | -4 | 2 | -6 | 4 | -6 | 3 | 10 | 3 | -23
CCc1cc2c(=O)c(-c3nc4ccccc4n3C)c(C)oc2c(CN2CCOCC2)c1O | -2 | 0 | 3 | -4 | 1 | 9 | 5 | -1 | -8
Cn1nc(C(F)(F)F)cc1-c1ccc(/C=C(\C#N)C(=O)c2ccccc2)s1 | 11 | 0 | 2 | -2 | 3 | 5 | 1 | 3 | 0
